High-throughput results as filed in PubChem.
D2 ag: agonists of human D2 dopamine receptor. HEK293 T-REx D2 cells, calcium flux agonist mode. activation, % at 2 µM. 340,000 tested, 0.53% active. AID 485358;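 active = activation over 3 SD above normal in the single-dose calcium agonist read, cut at about 30% in these data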; note: 0% is about no effect
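Tetracycline-induced HEK293 Trex cells with D2 receptor force-coupled to calcium signaling, plated overnight at 30 C and loaded with no-wash calcium dye. Calcium flux read kinetically for 180 s after compound addition; responses flag agonists.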
D1 agonist: agonists of human D1 dopamine receptor; P21728; HEK293 T-REx D1 cells, calcium flux, agonist mode; activation, % at 2 µM; 360,000 tested, 1% active; AID 504660; note: 0% is about no effect
Target sequence (P21728 whole entry, looked up): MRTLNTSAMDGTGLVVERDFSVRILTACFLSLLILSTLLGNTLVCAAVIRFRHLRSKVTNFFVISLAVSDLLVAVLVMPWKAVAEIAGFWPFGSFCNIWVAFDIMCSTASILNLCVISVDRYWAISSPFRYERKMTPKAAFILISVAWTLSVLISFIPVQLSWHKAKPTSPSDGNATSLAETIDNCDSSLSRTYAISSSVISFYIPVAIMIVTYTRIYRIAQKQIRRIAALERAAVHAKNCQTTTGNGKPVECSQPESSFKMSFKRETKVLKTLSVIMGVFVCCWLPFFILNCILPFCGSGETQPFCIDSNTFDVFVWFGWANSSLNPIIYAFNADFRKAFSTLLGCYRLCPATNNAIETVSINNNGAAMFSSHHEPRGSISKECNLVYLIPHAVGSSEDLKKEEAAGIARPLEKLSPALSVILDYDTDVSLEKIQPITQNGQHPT
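Agonism was scored from calcium flux recorded over 180 s (1 read/s) after pintool compound addition, following a 10-cycle baseline. Cells were inducible force-coupled HEK293 TREx D1, plated overnight at 30 C and loaded with no-wash calcium dye.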
D1 PAM: enhances dopamine response at the human D1 receptor. potentiation, % at 10 µM. HEK293 TREx D1 cells, calcium flux, dopamine EC20 potentiation. 360,000 tested, 0.036% active; in the data active = potentiation above about 30%; note: 0% is about no effect
D2 antag: antagonists of human D2 dopamine receptor | P14416 | HEK293 TREx D2 cells, calcium flux, dopamine EC80 | inhibition, % at 10 µM | 340,000 tested, 2% active; in the data active = inhibition above about 30%; note: 0% is about no effect
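Calcium mobilization kinetics were recorded at 1 s intervals in tetracycline-induced HEK293 T-REx D2 cells, first for 180 s after compound addition and then 180 s after EC80 dopamine.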
D2 potentiator: positive allosteric modulators of human D2 dopamine receptor; HEK293 T-REx D2, calcium flux, EC20 dopamine potentiation; potentiation, % at 10 µM; 340,000 tested, 0.34% active; AID 485347;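 active = potentiation over 3 SD above the plate norm, cut at about 30% in these data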; note: 0% is about no effect
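Potentiation of an EC20 dopamine calcium response is measured in a force-coupled, tetracycline-inducible Hek293 Trex D2 line. Compound-only kinetic reads over 180 s flag agonists before dopamine addition.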
D1 antagonist: blocks dopamine activation of the human D1 receptor. HEK293 TREx D1 cells, calcium flux, dopamine EC80; hits give low values. 360,000 tested, 3.2% active. AID 504652. activity change, negative = inhibition, % at 10 µM; in the data active = activity change below about -30%; note: % is set by controls: 0 for no effect and ±100 for the full control effect
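Cells carrying a force-coupled, tetracycline-inducible human D1 receptor report calcium flux. Each well gets a 10 s baseline, compound with 180 s monitoring, then an EC80 dopamine stimulus with a second 180 s kinetic read.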
TRHR enhancer: allosteric enhancers of human TRH receptor; TRHR cells, fluo-8 calcium fluorescence, EC20 TRH enhancement; enhancement, % at 2 µM; 360,000 tested, 0.66% active; AID 493056; in the data active = enhancement above about 30%; note: 0% is about no effect
Target sequence (P34981 whole entry, looked up): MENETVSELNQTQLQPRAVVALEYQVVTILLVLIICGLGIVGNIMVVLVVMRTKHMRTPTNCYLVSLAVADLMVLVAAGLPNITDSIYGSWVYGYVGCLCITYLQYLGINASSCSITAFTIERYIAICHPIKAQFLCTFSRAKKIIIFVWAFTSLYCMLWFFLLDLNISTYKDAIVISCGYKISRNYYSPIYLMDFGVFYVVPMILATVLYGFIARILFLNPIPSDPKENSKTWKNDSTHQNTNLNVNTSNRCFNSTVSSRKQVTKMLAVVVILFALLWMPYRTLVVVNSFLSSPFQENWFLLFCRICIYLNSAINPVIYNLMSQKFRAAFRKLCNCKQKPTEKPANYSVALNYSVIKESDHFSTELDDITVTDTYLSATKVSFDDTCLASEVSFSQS
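Enhancer read-out: after compound pinning and an initial kinetic agonist-mode read, an EC20 of TRH (10 nM final) was injected and fluo-8 calcium signal (Ex 480/Em 530) followed at 1 s/cycle for 100 cycles in TRHR-expressing cells.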
RXFP1 antagonist: blocks the human relaxin receptor RXFP1 | Q9HBX9 | HEK293-RXFP1, relaxin-stimulated cAMP HTRF, 30 min; hits give low values | activity change, negative = inhibition, % at 57.5 µM | 350,000 tested, 0.59% active | AID 1259400;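 active = activity change of -60% or lower, but not beyond a set lower limit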; note: % is set by controls: 0 for no effect and ±100 for the full control effect
TRHR ag: activates the human TRH receptor. 360,000 tested, 0.18% active. activation, % at 2 µM. AID 493084. P34981. TRHR cells, calcium flux fluo-8, FDSS agonist mode; note: 0% is about no effect
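Read-out: compound-evoked intracellular calcium rise in TRHR cells, fluo-8 dye, kinetic FDSS fluorescence at 1 s/cycle following a 10-cycle baseline. Cells cultured overnight before dye loading (30 min–1.5 h, RT).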
* hit, by the source's call; nt = no result given. Cut-off read from the data, not from the text of the source, unless noted: active = activation above about 30%; inactive = the rest.

SMILES	D2 ag	D1 agonist	D1 PAM	D2 antag	D2 potentiator	D1 antagonist	TRHR enhancer	RXFP1 antagonist	TRHR ag
CN(CC(=O)Nc1ccccc1Br)C(=O)c1cc(Cl)nc2ccccc12	0.3	2	-3	-2	-5	-8	-5	15	0.1
COCCN1C(=O)N(c2cccc(OC)c2)C(=O)C1CC(=O)Nc1cccc(F)c1 (configuration not stated)	nt	3	1	nt	0	-7	-3	1	0.1
COc1cccc(C(=O)COc2cccc(NC(=O)c3cccc([N+](=O)[O-])c3)c2)c1	1.3	3	-9	10	-3	-25	-6	-23	-0.6
Cc1ccc(OCCn2c(COc3ccc(Cl)cc3)nc3ccccc32)cc1	2.2	47*	-6	nt	0	-18	9	-6	5.3
Cc1nn(C)cc1/C=N/NC(=O)Cn1nnc(N)n1	0.1	2	1	5	0	13	0	-1	0.4
CCCOc1ccc(C2C(C(=O)c3ccco3)=C(O)C(=O)N2CCN2CCOCC2)cc1OC (configuration not stated)	-0.1	2	-6	-20	1	-3	1	nt	0.7
CC(=O)n1cc([C@H]2C=C(C(=O)N3CCOCC3)O[C@@H](OCc3ccc(CO)cc3)C2)c2ccccc21	0.0	13	-1	-15	12	1	-2	nt	-0.9
NC(=O)CCN1CCN(Cc2cn[nH]c2-c2cccc3ccccc23)CC1	0.7	0	6	-13	14	-14	17	7	-0.7
COc1ccc(N2CCN(c3nc(=S)n(-c4ccccc4)c(C)c3C(C)=O)CC2)cc1	0.5	0	1	-1	-8	-17	-1	-9	-0.8
CN(CC(=O)Nc1cccc(C#N)c1)S(=O)(=O)c1cc2c(cc1Cl)NC(=O)CO2	0.8	1	-2	nt	nt	-28	7	-15	0.2
O=C(CN1CCN(S(=O)(=O)c2ccc(F)cc2)CC1)Nc1ccc2c(c1)OCCO2	0.1	0	-2	-12	-12	-2	-4	-1	0.4
CCNC(=O)COC(=O)/C=C/c1cccc([N+](=O)[O-])c1	-2.0	8	13	19	-2	6	1	9	0.7
CC1SC(c2ccc(F)cc2)NC1=O (configuration not stated)	0.5	1	5	3	-2	-2	-6	7	0.0
CCOC(=O)C(NC(C)=O)(Nc1ccc(S(N)(=O)=O)cc1)C(F)(F)F (configuration not stated)	0.3	5	0	0	1	-16	3	5	-0.9
CN1CCc2nc3sc(C(=O)Nc4ccccc4C(F)(F)F)c(N)c3cc2C1	nt	1	-2	nt	16	7	-1	-18	1.6
O=C(CCCn1c(=S)[nH]c2ccsc2c1=O)Nc1ccc2c(c1)OCO2	-0.3	2	-1	5	-5	-6	-9	-11	0.1
O=c1ccc2cc(S(=O)(=O)N3CCN(c4ccccc4)CC3)ccc2o1	0.4	0	-1	-7	-8	-6	6	-3	-0.3
O=C(O)C1(c2ccccc2)CCC(Nc2ccccc2)C1 (configuration not stated)	-0.2	4	1	0	-3	10	-2	-2	0.0
Cc1ccccc1NS(=O)(=O)c1ccc2[nH]cc(C(=O)NC(C)c3ccccc3)c(=O)c2c1 (configuration not stated)	-0.2	7	-2	nt	2	-43*	1	-21	0.6
C/C=C(\C)C(=O)NNC(=O)c1sc(-c2ccccc2)nc1C	0.5	6	-2	-4	12	-16	1	-25	-0.3
COC(=O)CN(C)C(=O)c1ccccc1OC1CCN(S(C)(=O)=O)CC1	1.2	1	4	7	1	0	35*	4	-1.1
Cc1cc(-c2ccc(S(=O)(=O)NCc3ccccc3Cl)s2)on1	-0.2	7	5	nt	8	5	7	13	0.5
COc1cccc(-c2nnc(SCc3cccnc3)o2)c1	-0.9	0	-4	-19	-5	-5	5	-4	-0.3
CC1CC(=O)Nc2ccc([N+](=O)[O-])cc2N1C (configuration not stated)	-0.6	3	5	-13	-4	9	0	7	-0.3
O=C(NCc1ccc(F)cc1)c1cc2sccc2n1Cc1ccc(F)cc1	1.0	1	-3	-5	31*	8	-4	nt	0.8
COc1ccc(-n2c(NCCN(C)C)nc3sc4c(c3c2=O)CCCCC4)cc1	-0.1	56*	-4	22	11	2	1	-6	2.0
COc1ccc(NS(=O)(=O)c2c(F)cc(F)c(Cl)c2F)cc1S(=O)(=O)N1CCCCC1	-0.4	3	-12	-3	-6	-3	1	8	-0.7
COc1cc(C2NC(=O)NC(C)=C2C(C)=O)ccc1O (configuration not stated)	0.3	5	3	-4	13	7	9	-12	-1.4
O=C1CC(c2ccccc2)CCc2sccc2N1 (configuration not stated)	0.1	2	-2	-11	0	-19	0	-11	-0.3
CSc1ccc(C2C3(C#N)C(N)=NC4(OCCO4)C23C#N)cc1 (configuration not stated)	-0.3	1	-1	0	-1	-15	1	1	0.8
CCOC(=O)C(CC)n1cnc2c(nnn2-c2ccc(OC)cc2)c1=O (configuration not stated)	0.3	4	0	-9	5	-11	3	1	0.0
COc1ccccc1C(=O)NC(=O)COC(=O)CNC(=O)c1ccc(Cl)c([N+](=O)[O-])c1	-1.1	3	2	16	1	-12	-12	-7	-0.5
Cc1[nH]c(=O)[nH]c(=O)c1S(=O)(=O)Nc1cccc(C(F)(F)F)c1	0.3	1	-5	-11	3	5	5	2	0.7
O=C(CSC1=Nc2ccccc2C2=NC(c3ccccc3)C(=O)N12)NC1CCCCC1 (configuration not stated)	0.1	1	12	-1	-3	5	-4	-5	-0.8
COC(=O)C1CCN(S(C)(=O)=O)CC1	1.1	3	2	-15	42*	12	-4	-14	0.2
O=C(CN1CCN(S(=O)(=O)c2ccc(Cl)s2)CC1)N1CCCCC1	-0.5	1	-3	-12	10	-9	-5	11	-0.4
CCOC(=O)Cc1csc(NC(=O)c2ccc(Cl)nc2)n1	-0.7	7	-10	-3	4	-24	10	-3	2.6
Cc1cccc2cn[nH]c12	-0.4	1	1	-10	3	11	5	-6	-0.2
O=C(NCc1ccco1)C(=O)NCC1OCCCN1S(=O)(=O)c1ccc(F)cc1 (configuration not stated)	0.0	3	-6	-11	-6	-1	-1	-6	0.1
COc1ccc(OC)c2c(C)cc(N3CCCN(C)CC3)nc12	0.0	1	3	-15	-21	-3	-1	-14	0.3
CCNC(=O)Cn1cc(C#N)c2ccccc21	0.4	0	-1	13	-7	6	-2	2	0.0
CC(=O)N(c1ccccc1)C(C)c1nc(C#N)c(C#N)nc1C (configuration not stated)	-3.3	2	2	7	0	2	5	-7	-0.3
Cc1ccc2nsnc2c1NC(=O)COc1ccccc1	0.1	2	3	-15	-2	-13	-5	17	-0.3
C=Cc1ccc(Cn2c(C(=O)O)c(CNC3CCCCC3)c3ccc(C)cc32)cc1	-0.1	-1	-1	nt	-1	6	7	2	-0.2
CCOc1ccccc1N1CCN(S(=O)(=O)c2cccs2)CC1	-0.1	2	-2	-20	0	6	-3	30	0.0
Cc1c(CNCCc2ccc(S(N)(=O)=O)cc2)c(C(=O)O)c(C)n1Cc1ccc(Cl)cc1	-0.4	0	0	nt	18	10	-3	3	0.2
CCOC(=O)c1ccc2[nH]c3c(c2c1)CCCCC3=O	-0.1	0	-2	5	3	-5	0	-16	-0.4
COc1cc2nc(NC(=O)c3ccc(S(=O)(=O)N4CCCC4)cc3)sc2cc1OC	-1.2	4	-2	nt	14	-3	0	nt	0.2
O=C(O)/C=C/c1ccc(Oc2ncccn2)cc1	-0.6	2	3	0	4	-2	2	1	-0.3
Nc1c(Cl)ncnc1NCc1ccccc1	nt	5	-2	56*	nt	-28	-4	1	0.2
COc1ccc(CNC(=O)c2cccc(S(=O)(=O)N3CCN(c4ccc(F)cc4)CC3)c2)cc1	0.8	13	6	-10	-5	2	10	0	2.2
Fc1ccccc1COc1ccc(/C=N/NC(=S)NCc2ccccc2)cc1	-1.0	6	3	2	12	4	19	0	-0.7
Cc1ccc(C(=O)N/C(=C\c2ccc(F)cc2)C(=O)NCCN2CCOCC2)cc1	-0.2	1	2	9	-14	-2	9	-21	0.8
COC(=O)Cc1ccc(OC(=O)CCS(=O)(=O)c2ccc(Cl)cc2)cc1	-0.4	0	-2	-7	-4	6	0	-14	-0.6
COc1cc(N2CCCC2)ccc1C=O	0.2	1	1	0	-2	2	0	-3	-0.4
O=C(/C=C/c1ccc(Cl)cc1)N1CCOCC1	-0.3	0	6	7	12	7	-1	-1	-0.2
